UBC13 polyUb: human UBC13 polyubiquitination inhibition; P61088; UBC13 polyubiquitin chain formation, TR-FRET; inhibition, % at 20 µM; 0.47% of 330,000 active; AID 485273; in the data active = inhibition above about 45%, passing the limit was not always enough
Target sequence (P61088 whole entry, looked up): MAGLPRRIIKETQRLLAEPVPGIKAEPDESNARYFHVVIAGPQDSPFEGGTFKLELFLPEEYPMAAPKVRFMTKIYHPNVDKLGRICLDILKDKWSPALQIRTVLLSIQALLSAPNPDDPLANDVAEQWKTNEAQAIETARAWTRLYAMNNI
SENP1 FRET inh: inhibitors of human SENP1 SUMO protease catalytic domain | Q9P0U3 | recombinant SENP1 catalytic domain, CyPet-SUMO1-YPet FRET cleavage | inhibition, % at 10 µM | 0.21% of 360,000 active;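 active = inhibition at least 30% at 10 µM, raw YFP signal under a set limit, fluorescence ratio 0.5 to 1.5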;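 also: 0% = enzyme with DMSO and 100% = no enzyme wells; some results filed as inactive read as strong as hits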
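Compound: 10 µM single point, 0.5% DMSO; Test system: hSENP1 catalytic domain, recombinant; Timing: 50 min reaction at room temperature; Technique: FRET, CFP and YFP emission; Control set: no-enzyme wells low, DMSO-plus-enzyme wells high control.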
HKDC1 inh: inhibitors of human hexokinase HKDC1. inhibition, % at 20 µM. 0.16% of 340,000 active. AID 493160. Q2TB90. recombinant HKDC1, G6PDH/diaphorase resazurin coupled fluorescence;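 active = inhibition above about 35% when tested at 20 µM, limit read from the data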;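 also: plate controls were DMSO wells with enzyme for no effect and DMSO wells lacking enzyme for full effect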
Target sequence (Q2TB90 whole entry, looked up): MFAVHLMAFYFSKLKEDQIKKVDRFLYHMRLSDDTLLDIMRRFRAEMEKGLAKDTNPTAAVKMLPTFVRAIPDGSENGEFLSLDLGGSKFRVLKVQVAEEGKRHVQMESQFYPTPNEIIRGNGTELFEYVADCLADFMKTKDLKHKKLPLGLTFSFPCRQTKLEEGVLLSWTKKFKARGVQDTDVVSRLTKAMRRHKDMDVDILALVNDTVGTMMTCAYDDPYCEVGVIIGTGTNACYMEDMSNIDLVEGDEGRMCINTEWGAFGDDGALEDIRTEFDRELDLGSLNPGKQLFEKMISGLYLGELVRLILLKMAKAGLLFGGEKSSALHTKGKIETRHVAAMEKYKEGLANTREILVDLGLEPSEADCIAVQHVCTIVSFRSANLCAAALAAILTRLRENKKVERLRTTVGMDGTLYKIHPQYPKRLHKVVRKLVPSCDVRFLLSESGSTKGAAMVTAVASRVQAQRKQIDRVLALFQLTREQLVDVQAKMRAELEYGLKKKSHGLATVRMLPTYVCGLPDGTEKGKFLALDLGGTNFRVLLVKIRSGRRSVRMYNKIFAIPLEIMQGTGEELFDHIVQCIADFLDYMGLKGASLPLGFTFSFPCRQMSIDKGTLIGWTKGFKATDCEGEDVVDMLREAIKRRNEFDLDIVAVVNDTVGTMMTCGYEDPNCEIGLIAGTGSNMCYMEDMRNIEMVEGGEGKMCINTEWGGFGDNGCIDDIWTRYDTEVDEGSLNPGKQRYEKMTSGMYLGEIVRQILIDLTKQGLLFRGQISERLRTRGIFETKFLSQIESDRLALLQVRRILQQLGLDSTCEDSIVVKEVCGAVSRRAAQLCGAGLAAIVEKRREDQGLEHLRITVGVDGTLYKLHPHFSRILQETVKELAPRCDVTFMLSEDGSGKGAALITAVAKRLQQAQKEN
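System: Recombinant HKDC1 hexokinase | Amount: HKDC1 at 5 µg/mL | Reagent: Glucose with 1 mM ATP | Doses: Single 20 µM dose | Incubation: Reaction time 90 min, room temperature, protected from light | Signal: Coupled resazurin fluorescence, excitation 525 nm, emission 613 nm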
MIN6 prolif: inducers of beta-cell replication in MIN6 cells. MIN6 cells proliferation, ATPlite luminescence, 48 h; cells starved in 0.2% serum; 100% = growth in 10% serum. proliferation, % at 10 µM. 0.29% of 330,000 active. AID 2380;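 active = compounds whose signal lies at least 3.5 SD above the mean of all wells on their plate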;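 also: 0% = DMSO-treated cells in low-serum medium and 100% = 10% serum control; some compounds called inactive have numbers as strong as hits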
PfGluPho inh: PfG6PD (Plasmodium falciparum) enzyme inhibition. PfGluPho enzyme, NADPH resazurin-diaphorase fluorescence. inhibition, % at 20 µM. 0.78% of 350,000 active;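 active = inhibition reaching at least a set limit at 20 µM in the primary screen, cut at about 59% in these data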;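 also: 0% = DMSO wells with substrate and 100% = DMSO wells lacking glucose-6-phosphate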
SENP6 inh: blocks the human protease SENP6; 1.8% of 330,000 active; inhibition, % at 10 µM; Q9GZR1; Recombinant SENP6 catalytic domain, aminoluciferin luminescence;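 active = inhibition above about 50% at the single tested dose, limit read from the data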;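 also: plate controls were DMSO wells with enzyme for no effect and DMSO wells lacking enzyme for full effect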
SENP7 inh: SENP7 protease inhibition; Q9BQF6; recombinant SENP7, Z-RLRGG-aminoluciferin luminescence, 40 min; inhibition, % at 5 µM; 1.5% of 330,000 active;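 active = inhibition above about 50% at the single test dose, limit read from the data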;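 also: plate controls were DMSO with enzyme for no effect and no enzyme buffer wells for full effect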
SENP8 block-1: inhibitors of human SENP8 protease. recombinant SENP8, Nedd8 substrate fluorescence. AID 602440. 0.64% of 360,000 active. inhibition, % at 20 µM. Q96LD8; in the data active = inhibition mostly above about 40%, no sharp cut-off; inactive = mostly below about 27%
SENP8 block-2: SENP8 protease inhibition | AID 2540 | 1.2% of 330,000 active | inhibition, % at 10 µM | Q96LD8 | purified SENP8, Z-RLRGG-aminoluciferin cleavage, luminescence; in the data active = inhibition above about 50%
Active calls of the source: *.

What do the screens show for `O=C(c1ccc(COc2c(F)c(F)cc(F)c2F)o1)N1CCN(c2ccccc2)CC1`?
UBC13 polyUb: -3; SENP1 FRET inh: 2; HKDC1 inh: 10; MIN6 prolif: -4; PfGluPho inh: 9; SENP6 inh: 38; SENP7 inh: -3; SENP8 block-1: 21; SENP8 block-2: -10

How did Cc1ccc(C(=O)NCCN2CCN(C(=O)c3ccc(C)c(C)c3)CC2)cc1C do in these assays?
UBC13 polyUb: 2; SENP1 FRET inh: 1; HKDC1 inh: -7; MIN6 prolif: -2; PfGluPho inh: -7; SENP6 inh: -15; SENP7 inh: 0; SENP8 block-1: 9; SENP8 block-2: 4

Results for CCc1ccc(NC(=S)N2CCN(S(=O)(=O)c3ccccc3)CC2)cc1 ?
UBC13 polyUb: 1; SENP1 FRET inh: 4; HKDC1 inh: -3; MIN6 prolif: -6; PfGluPho inh: 11; SENP6 inh: -5; SENP7 inh: 8; SENP8 block-1: 7; SENP8 block-2: -7

Results for OCCc1c[nH]c2ccccc12 ?
UBC13 polyUb: 3; SENP1 FRET inh: -2; HKDC1 inh: 3; MIN6 prolif: 1; PfGluPho inh: -2; SENP6 inh: -2; SENP7 inh: -9; SENP8 block-1: 18; SENP8 block-2: 0

What do the screens show for `Oc1ccc(C[C@@H]2CNCCN2CCc2cccc(F)c2)cc1`?
UBC13 polyUb: 4; SENP1 FRET inh: 1; HKDC1 inh: -4; MIN6 prolif: 0; PfGluPho inh: 9; SENP6 inh: 11; SENP7 inh: 4; SENP8 block-1: 10; SENP8 block-2: -3

Results for CCCCn1c(N)c(N(CCC(C)C)C(=O)COC(=O)c2sccc2C)c(=O)[nH]c1=O ?
UBC13 polyUb: -2; SENP1 FRET inh: -5; HKDC1 inh: -2; MIN6 prolif: -6; PfGluPho inh: -5; SENP6 inh: -21; SENP7 inh: -9; SENP8 block-1: 19; SENP8 block-2: -21

What do the screens show for `O=C(N/N=C/c1cccc(O)c1)c1cc(-c2ccc3c(c2)OCO3)n[nH]1`?
UBC13 polyUb: -19; SENP1 FRET inh: 0; HKDC1 inh: -5; MIN6 prolif: -4; PfGluPho inh: 25; SENP6 inh: -20; SENP7 inh: 0; SENP8 block-1: -6; SENP8 block-2: -10

Results for CCOC(=O)CNC(=S)SC ?
UBC13 polyUb: -2; SENP1 FRET inh: 3; HKDC1 inh: 0; MIN6 prolif: 3; PfGluPho inh: 0; SENP6 inh: 6; SENP7 inh: -3; SENP8 block-1: 4; SENP8 block-2: 4

Results for O=C(O)CCn1c(O)c(C=C2N=c3ccccc3=N2)sc1=S ?
UBC13 polyUb: 5; SENP1 FRET inh: -23; HKDC1 inh: 0; MIN6 prolif: 0; PfGluPho inh: -2; SENP6 inh: 15; SENP7 inh: 2; SENP8 block-1: -62; SENP8 block-2: 22

What do the screens show for `N=C(N)c1ccc(OCCCCCOc2ccc(C(=N)N)cc2)cc1`?
UBC13 polyUb: 14; SENP1 FRET inh: 1; HKDC1 inh: -3; MIN6 prolif: -6; PfGluPho inh: 4; SENP6 inh: -2; SENP7 inh: -5; SENP8 block-1: 15; SENP8 block-2: 10

Results for COc1ccc(Nc2ncc(C(=O)N3CCC(C(N)=O)CC3)c3ccccc23)cc1 ?
UBC13 polyUb: 0; SENP1 FRET inh: 2; HKDC1 inh: -2; MIN6 prolif: -2; PfGluPho inh: 10; SENP6 inh: 0; SENP7 inh: 6; SENP8 block-1: -44; SENP8 block-2: 1

What do the screens show for `CCOC(=O)c1sc(=NC(=O)c2ccc(S(=O)(=O)N(C)c3ccccc3)cc2)n(C)c1C`?
UBC13 polyUb: -10; SENP1 FRET inh: -32; HKDC1 inh: -4; MIN6 prolif: -1; PfGluPho inh: -5; SENP6 inh: -4; SENP7 inh: -2; SENP8 block-1: -382; SENP8 block-2: -2

How did COc1ccc(C(=O)O/N=C(\C)c2nccs2)cc1 do in these assays?
UBC13 polyUb: -11; SENP1 FRET inh: 8; HKDC1 inh: 0; MIN6 prolif: -4; PfGluPho inh: -5; SENP6 inh: 79*; SENP7 inh: 97*; SENP8 block-1: 6; SENP8 block-2: 87*

How did CC(C)C[C@@H](CN=[N+]=[N-])N1CCN(Cc2ccccc2)CCC1=O do in these assays?
UBC13 polyUb: -4; SENP1 FRET inh: -1; HKDC1 inh: -5; MIN6 prolif: -2; PfGluPho inh: 9; SENP6 inh: 3; SENP7 inh: 0; SENP8 block-1: 15; SENP8 block-2: -9

Results for Cn1cccc1CC(=O)NNC(=S)Nc1ccc(F)cc1 ?
UBC13 polyUb: -7; SENP1 FRET inh: 4; HKDC1 inh: -6; MIN6 prolif: -2; PfGluPho inh: 0; SENP6 inh: 10; SENP7 inh: 8; SENP8 block-1: 9; SENP8 block-2: 0

What do the screens show for `CS(=O)(=O)Nc1ccccc1C(=O)N1CCOCC1`?
UBC13 polyUb: 5; SENP1 FRET inh: 2; HKDC1 inh: -3; MIN6 prolif: 0; PfGluPho inh: 3; SENP6 inh: 8; SENP7 inh: 4; SENP8 block-1: 12; SENP8 block-2: 1

Results for CCCc1nc2ccccc2c(C(=O)O)c1CC ?
UBC13 polyUb: -6; SENP1 FRET inh: 0; HKDC1 inh: -2; MIN6 prolif: -1; PfGluPho inh: 19; SENP6 inh: -8; SENP7 inh: -1; SENP8 block-1: 25; SENP8 block-2: -4

What do the screens show for `NC(=O)c1ccccc1NS(=O)(=O)Cc1ccccc1`?
UBC13 polyUb: 16; SENP1 FRET inh: -1; HKDC1 inh: -4; MIN6 prolif: 1; PfGluPho inh: -5; SENP6 inh: -6; SENP7 inh: -2; SENP8 block-1: inactive; SENP8 block-2: 3

What do the screens show for `O=C(COC(=O)C12CC3CC(CC(O)(C3)C1)C2)NC(=O)NCc1ccco1`?
UBC13 polyUb: 5; SENP1 FRET inh: 1; HKDC1 inh: -4; MIN6 prolif: 0; PfGluPho inh: -21; SENP6 inh: -11; SENP7 inh: 4; SENP8 block-1: 16; SENP8 block-2: 3

What do the screens show for `CCc1c(C)nc2[nH]nc(-c3ccccc3)n2c1=O`?
UBC13 polyUb: 4; SENP1 FRET inh: -3; HKDC1 inh: -3; MIN6 prolif: -2; PfGluPho inh: 45; SENP6 inh: -2; SENP7 inh: 1; SENP8 block-1: 4; SENP8 block-2: -14

How did Cc1c(S(=O)(=O)NCCc2ccccc2)c(=O)n(C)c(=O)n1C do in these assays?
UBC13 polyUb: -6; SENP1 FRET inh: 0; HKDC1 inh: -4; MIN6 prolif: 0; PfGluPho inh: 2; SENP6 inh: -8; SENP7 inh: 2; SENP8 block-1: -5; SENP8 block-2: -3

How did O=C(c1ccc(-n2cnnn2)cc1)N(C1CCCCC1)C1CCCCC1 do in these assays?
UBC13 polyUb: 1; SENP1 FRET inh: 0; HKDC1 inh: -3; MIN6 prolif: -1; PfGluPho inh: -3; SENP6 inh: -3; SENP7 inh: -1; SENP8 block-1: 8; SENP8 block-2: 3

What do the screens show for `CCOC(=O)c1c(-c2ccc(OC)cc2)oc2ccc(O)cc12`?
UBC13 polyUb: 20; SENP1 FRET inh: -6; HKDC1 inh: 2; MIN6 prolif: -4; PfGluPho inh: 10; SENP6 inh: -3; SENP7 inh: 11; SENP8 block-1: -278; SENP8 block-2: -5

What do the screens show for `COc1cc(C2SCC(=O)N2Cc2ccccc2)ccc1O` (stereo not drawn)?
UBC13 polyUb: 5; SENP1 FRET inh: -1; HKDC1 inh: 1; MIN6 prolif: -1; PfGluPho inh: 5; SENP6 inh: 2; SENP7 inh: 0; SENP8 block-1: 13; SENP8 block-2: -4

Results for Cc1ccc(OCCN2C(=O)CSC2=O)cc1 ?
UBC13 polyUb: 8; SENP1 FRET inh: 3; HKDC1 inh: -3; MIN6 prolif: 0; PfGluPho inh: 7; SENP6 inh: -21; SENP7 inh: 6; SENP8 block-1: 18; SENP8 block-2: -2

Results for Cc1nc(N2CCN(Cc3ccccc3)CC2)nc2c1C(=O)CCC2 ?
SENP1 FRET inh: -9; HKDC1 inh: 3; PfGluPho inh: 8; SENP8 block-1: 11

How did CN(C1CCCCC1)S(=O)(=O)c1cc2c(cc1Cl)NC(=O)CO2 do in these assays?
UBC13 polyUb: 8; SENP1 FRET inh: 5; HKDC1 inh: -3; MIN6 prolif: -4; PfGluPho inh: -8; SENP6 inh: -5; SENP7 inh: -6; SENP8 block-1: 14; SENP8 block-2: -8

Results for Cc1ccccc1OCCn1c(=S)[nH]c2c(N)ncnc21 ?
UBC13 polyUb: 10; SENP1 FRET inh: -1; HKDC1 inh: 0; MIN6 prolif: -2; PfGluPho inh: 30; SENP6 inh: -4; SENP7 inh: 0; SENP8 block-1: 6; SENP8 block-2: 7

What do the screens show for `COc1ccccc1NC(=O)CN1CCN(CC(=O)Nc2ccc(C)c(F)c2)CC1`?
UBC13 polyUb: 28; SENP1 FRET inh: 0; HKDC1 inh: 1; MIN6 prolif: -2; PfGluPho inh: -7; SENP6 inh: -5; SENP7 inh: 2; SENP8 block-1: 19; SENP8 block-2: -2

How did O=C(c1cc(COc2ccc(F)cc2Cl)on1)N1CC[C@@H]2CCCC[C@H]2C1 do in these assays?
UBC13 polyUb: -4; SENP1 FRET inh: 0; HKDC1 inh: -3; MIN6 prolif: -5; PfGluPho inh: 13; SENP6 inh: -4; SENP7 inh: -4; SENP8 block-1: -1; SENP8 block-2: -9

How did CSc1ncccc1C(=O)OCC(=O)NCc1ccccc1 do in these assays?
UBC13 polyUb: 0; SENP1 FRET inh: 0; HKDC1 inh: -1; MIN6 prolif: -2; PfGluPho inh: 9; SENP6 inh: -16; SENP7 inh: -9; SENP8 block-1: 11; SENP8 block-2: -7

Five entries from above, ordered by SMILES length, lowest first.
How did CSc1ncccc1C(=O)OCC(=O)NCc1ccccc1 do in these assays?
UBC13 polyUb: 0; SENP1 FRET inh: 0; HKDC1 inh: -1; MIN6 prolif: -2; PfGluPho inh: 9; SENP6 inh: -16; SENP7 inh: -9; SENP8 block-1: 11; SENP8 block-2: -7

What do the screens show for `COc1cc(C2SCC(=O)N2Cc2ccccc2)ccc1O` (stereo not drawn)?
UBC13 polyUb: 5; SENP1 FRET inh: -1; HKDC1 inh: 1; MIN6 prolif: -1; PfGluPho inh: 5; SENP6 inh: 2; SENP7 inh: 0; SENP8 block-1: 13; SENP8 block-2: -4

Results for Cc1nc(N2CCN(Cc3ccccc3)CC2)nc2c1C(=O)CCC2 ?
SENP1 FRET inh: -9; HKDC1 inh: 3; PfGluPho inh: 8; SENP8 block-1: 11

How did O=C(c1ccc(-n2cnnn2)cc1)N(C1CCCCC1)C1CCCCC1 do in these assays?
UBC13 polyUb: 1; SENP1 FRET inh: 0; HKDC1 inh: -3; MIN6 prolif: -1; PfGluPho inh: -3; SENP6 inh: -3; SENP7 inh: -1; SENP8 block-1: 8; SENP8 block-2: 3

How did Cc1c(S(=O)(=O)NCCc2ccccc2)c(=O)n(C)c(=O)n1C do in these assays?
UBC13 polyUb: -6; SENP1 FRET inh: 0; HKDC1 inh: -4; MIN6 prolif: 0; PfGluPho inh: 2; SENP6 inh: -8; SENP7 inh: 2; SENP8 block-1: -5; SENP8 block-2: -3
